High-throughput results deposited in PubChem BioAssay by Broad Institute.
PGC1a acetyl inh – lowers PGC1a acetylation signal in U2OS cells; inhibition, % at 15.6 µM; AID 651687; 350,000 compounds, 0.17% hits; AlphaScreen anti-acetyl-lysine; with virally co-expressed GCN5 acetyltransferase;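 active means every replicate shows inhibition of at least 40%; inconclusive means mean inhibition at least 40% but some replicate below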;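 further: 0% = neutral control wells and 100% = positive control wells; some results beyond the cut were filed as inactive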
ERAP1 HTS inh – ERAP1 (human) enzyme inhibition; recombinant ERAP1, Leu-AMC fluorescence, 60 min; Q9NZ08; AID 652197; inhibition, % at 10.7 µM; 340,000 compounds, 0.15% hits;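 active means mean replicate inhibition of at least 30%, or all replicates individually reaching that 30% level; inactive means mean below 30% and not every replicate reaching it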;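 further: 0% = neutral control wells and 100% = L-leucinethiol positive control wells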
S100A4 MyoIIA – blocks human S100A4 binding to myosin IIA peptide. AID 652163. S100A4/TAMRA-MyoIIA peptide fluorescence polarization. inhibition, % at 10.7 µM. 360,000 compounds, 0.14% hits;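 active means mean inhibition of at least 70% across replicates, with every replicate also reaching that level; inconclusive means mean inhibition reaches 70% but some replicates fall short; inactive means mean inhibition below 70%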
Target sequence (P26447 whole entry, looked up): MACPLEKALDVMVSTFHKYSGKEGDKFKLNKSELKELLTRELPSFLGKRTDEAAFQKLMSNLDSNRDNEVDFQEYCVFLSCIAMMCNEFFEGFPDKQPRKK
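Material: human S100A4 monomer with TAMRA-labelled myosin IIA peptide; buffer or medium: HEPES pH 7.2 with CaCl2, KCl, NaCl, DTT, Triton; compound dosing: one concentration per compound; schedule: 5 min incubation before reading; benchmarks: neutral control DMSO, positive control TFP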
Statin myotox sup – suppressors of simvastatin-induced myotoxicity in C2C12 myotubes; ATP luminescence, 48 h; scaled: DMSO 0, geranylgeraniol control 100; 330,000 compounds, 0.78% hits; rescue of ATP level, % at 7.49 µM;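 active means mean ATP rescue above about 67%, or every replicate alone reaching that limit, limit read from the data, passing the limit was not always enough; inconclusive means no clear call, values can overlap the other calls; inactive means mean under the limit and some replicate under it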;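 further: myotubes were challenged with 10 µM simvastatin during compound exposure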
XiGFP reactiv – reactivates the inactive X chromosome in mouse fibroblasts; activation, % at 7.58 µM; 360,000 compounds, 0.055% hits; XiGFP mouse fibroblasts, % GFP-positive cells imaging, 3 d; cells co-treated with 5-aza-dC sensitizer; scaled so ellipticine positive control = 100%;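 active means mean normalized replicate activation at least 10% and every replicate at or above 10%; inconclusive means only one of the two criteria met; inactive means mean below 10% and not all replicates reach 10%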;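 further: 0% = median of on-plate neutral control wells and 100% = ellipticine 6 µM median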
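assay system = SV40-immortalized XiGFP fibroblast cells, line 68-5-11 | buffer or medium = DMEM plus 5-aza-dC sensitizer | doses = single-point pinned compound dosing | times = 3-day compound exposure, then 15 min fixation at room temperature | benchmarks = positive control ellipticine, 6 µM final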
SIRT5 block – blocks human SIRT5 desuccinylation of peptide; Q9NXA8; Purified SirT5, succinyl-peptide AMC, trypsin-coupled fluorescence; inhibition, % at 15 µM; 330,000 compounds, 1.1% hits; AID 652115; in the data active means inhibition above about 15%; inconclusive means no clear call, values can overlap the other calls
Target sequence (Q9NXA8 whole entry, looked up): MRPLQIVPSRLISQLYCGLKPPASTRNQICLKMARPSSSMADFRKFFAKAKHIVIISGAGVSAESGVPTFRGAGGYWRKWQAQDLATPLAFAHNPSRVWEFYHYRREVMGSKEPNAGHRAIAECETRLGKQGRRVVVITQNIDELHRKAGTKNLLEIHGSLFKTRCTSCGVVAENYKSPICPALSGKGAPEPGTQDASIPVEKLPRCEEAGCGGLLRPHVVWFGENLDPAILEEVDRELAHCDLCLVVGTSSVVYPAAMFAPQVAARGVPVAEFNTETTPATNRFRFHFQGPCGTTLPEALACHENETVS
Cneo AK release – causes C. neoformans cell lysis; 360,000 compounds, 0.2% hits; adenylate kinase release luminescence, 4 h; normalised: neutral wells 0, clomiphene wells 100; lysis activity, % at 15 µM;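 active means mean lysis activity across replicates of at least 80%, whatever share of replicates individually reach that level; inactive means mean lysis activity below 80%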
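Assay system: log-phase C. neoformans yeast / Quantity: yeast cell density of 5 × 10^6 cells/mL / Medium: fresh YPD growth medium / Compound: single dose / Timing: static 4 h at 37 °C with compound, 1 h detection / Measured by: adenylate kinase release luminescence / Read-out: lysis from increased AK signal / Benchmarks: Clomiphene as positive lysis control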
LGR2 antag – blocks bursicon-induced cAMP signaling via Drosophila LGR2. HEK293 LGR2, CRE-luciferase, bursicon-stimulated, 4 h. inhibition, % at 9.99 µM. 380,000 compounds, 0.35% hits. AID 720647;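 active means drop in luminescence signal, shown as inhibition above about 50% in the replicate tests, limit read from the data, passing the limit was not always enough; inconclusive means probably only some replicates passing the limit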;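 further: agonist challenge used bursicon conditioned medium at about half maximal strength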
* = called active by the depositor; ? = inconclusive; . = no result given.

canonical_smiles	Cneo AK release	ERAP1 HTS inh	XiGFP reactiv	PGC1a acetyl inh	LGR2 antag	SIRT5 block	Statin myotox sup	S100A4 MyoIIA
CC(c1cccnc1)N(CCN(C)C)C(=O)Nc1ccc(Cl)cc1 (stereo unspecified)	-1	.	-0.1	-4	2	.	.	-5
CC1CCCCN1C(=O)Cn1c(=O)n(-c2ccc(F)cc2)c(=O)c2sccc21 (stereo unspecified)	-4	-1	-0.1	4	-8	1	-3	-7
CC(=O)Nc1ccc2c(c1)C(=O)N(C)[C@H]1CC[C@H](CC(=O)Nc3ccc4c(c3)CCC4)O[C@@H]1CO2	.	.	0.1	0	13	.	22	.
c1ccc2c(c1)Nc1nccnc1S2	.	1	-0.1	.	-74	1	.	-16
C[C@@H]1CN([C@H](C)CO)C(=O)Cc2cc(NS(=O)(=O)c3ccc(F)cc3)ccc2O[C@H]1CN(C)C(=O)Nc1ccc(C(F)(F)F)cc1	1	-3	0.4	-1	5	4	-5	-8
C[C@@H]1CCCCO[C@H](CN(C)Cc2ccc(C(F)(F)F)cc2)[C@@H](C)CN([C@H](C)CO)C(=O)c2cc(NC(=O)NC3CCCCC3)ccc2O1	-1	0	1.4	13	9	0	.	-23
COc1cc(C2c3sc(=O)[nH]c3SC3C4CCC(C4)C23)ccc1O (stereo unspecified)	1	3	.	5	-6	-2	.	-3
CNC(=O)C1=C[C@H](c2csc3ccccc23)C[C@H](OCCCCO)O1	-11	3	.	4	.	1	.	1
O=C(COC(=O)c1ccc(S(=O)(=O)N2CCc3ccccc3C2)cc1)NC1CCS(=O)(=O)C1 (stereo unspecified)	-4	13	0.2	.	-5	1	-1	-2
O=S(=O)(c1ccccc1)N1CCCCN2[C@H](CO)[C@@H](c3ccc(-c4cncnc4)cc3)[C@@H]2C1	-4	0	0.0	3	-17	-2	.	1
Cc1[nH]n(C(N)=S)c(=O)c1N=Nc1cccc(Cl)c1	2	-1	0.1	.	-16	4	-19	-2
Cc1ccc(C)c(NC(=O)CSc2c(C)n[nH]c2C)c1	0	-1	0.0	9	2	1	11	-2
CC(=O)Nc1cc(-c2ccncc2)cn2c(-c3ccccc3)cnc12	-2	-6	0.0	-1	-7	0	-11	-3
CCOc1ccc(NC(=O)CN(C)CC(=O)Nc2ccccc2SC)cc1OCC	-2	.	0.2	-4	8	.	.	.
C[C@@H]1CN([C@H](C)CO)C(=O)c2cc(C#CC(C)(C)O)cnc2O[C@H]1CN(C)C(=O)C1CCCCC1	.	.	-1.1	-2	-3	.	26	.
CNC(=O)CSCc1c(Cl)cccc1Cl	-5	.	.	-11	14	.	-3	.
CC(=O)Nc1ccc(S(=O)(=O)NCCS(=O)(=O)N2CCN(c3ccccc3F)CC2)cc1	-1	3	-0.1	-4	-11	2	1	-1
O=C(CCc1ccccc1)NNC(=O)c1ccncc1	6	2	-1.1	13	-11	-2	-2	-8
C[C@H](CO)N1C[C@H](C)[C@@H](CN(C)C(=O)Nc2cccc3ccccc23)Oc2ccc(NS(C)(=O)=O)cc2C1=O	46	0	0.0	-2	-12	1	-2	16
CN(C)c1ccc(/C=C(\C#N)C(=O)OCC(=O)N(C)C2CCS(=O)(=O)C2)cc1 (stereo unspecified)	-1	13	0.0	10	-30	-1	-3	44
COc1ccc(C(=O)NC2CCN(CC(=O)NC3CCCCC3)CC2)cc1	0	-2	0.0	.	14	1	2	0
O=C(CNC(=O)c1ccccc1)OCC(=O)c1ccc(Cl)s1	2	-2	0.0	8	9	-1	6	-1
O=C(Nc1ccc(S(=O)(=O)N2CCCC2)cc1)C1CCN(S(=O)(=O)c2ccc(F)cc2)CC1	3	-5	-0.1	4	9	-4	-2	-9
O=C(COc1ccc(Cl)cc1Cl)Nc1cccc(-c2ccc(N3CCOCC3)nn2)c1	-5	0	0.0	.	-27	0	-65	-4
COCCNC(=O)C1(C)CCCN(C(=O)c2ccc3c(c2)CCO3)C1 (stereo unspecified)	-2	-2	-0.2	5	-6	.	23	22
C[C@@H]1CC[C@]2(O[C@@H](CCO)C[C@@H](O)[C@@H]2O)O1	-1	0	-0.7	.	6	.	-8	-3
COc1ccc(N2C(=O)c3ccccc3C(C)(C)C2=O)cc1	0	-4	0.5	0	-2	-3	10	-4
CCOC(=O)C1Nc2ccccc2C2C(O)C(O)CC12 (stereo unspecified)	0	2	0.1	-2	-2	7	4	3
CCN(CC)S(=O)(=O)c1ccc(O)c(C(=O)OCC(=O)NC2CCCC2)c1	0	0	0.0	.	-1	-3	-11	4
Cc1ccc2nsnc2c1NC(=O)c1ccc([N+](=O)[O-])cc1	.	2	0.0	.	.	-3	.	-6
COc1ccc(CN2CCNC(=O)C2CC(=O)N2CCCN(C(C)=O)CC2)c(OC)c1 (stereo unspecified)	2	4	0.2	-5	-3	-1	-5	0
N#Cc1ccc(C(=O)OCCc2cc3ccccc3c(=O)o2)cc1	-1	0	0.1	.	-11	.	-1	1
COCC(=O)Nc1ccc2c(c1)C(=O)N(C)C[C@@H](OC)[C@@H](C)CN(Cc1cc(F)ccc1F)[C@@H](C)CO2	-1	3	-0.1	-20	8	2	13	7
COc1ccc(C(=O)Nc2ccc(S(=O)(=O)Nc3cc(C)nc(C)n3)cc2)cc1	.	.	-0.2	?	-2	-2	-3	2
Cc1ccc(S(=O)(=O)N2C[C@H]3C(=O)C[C@@H](c4cccc(Cl)c4)N(S(=O)(=O)c4ccc(C)cc4)[C@H]3C[C@H]2c2ccc(Cl)cc2)cc1	2	10	0.2	12	-1	-4	-9	-2
CN1C(=O)c2cc(NC(=O)Cc3ccccc3)ccc2OC[C@@H]2O[C@@H](CC(=O)O)CC[C@@H]21	6	-3	0.3	-3	11	-7	-23	-4
N#Cc1ccccc1S(=O)(=O)N1CCN(CC(=O)Nc2ccccc2C(=O)NC2CC2)CC1	2	1	0.2	-15	7	1	-9	-1
CCOCCCNC(=S)N(Cc1ccco1)Cc1cc2cc3c(cc2[nH]c1=O)OCCO3	.	2	0.0	-7	9	-5	.	-8
C[C@@H]1CN([C@@H](C)CO)S(=O)(=O)c2ccc(C#Cc3cccc(F)c3)cc2O[C@@H]1CN(C)S(=O)(=O)c1ccccc1F	0	4	0.8	-7	7	12	3	3
S=C(NCCCN1CCOCC1)Nc1ccc(Cl)cc1	-1	5	0.4	-6	-7	-8	44	2
CC(C)(Cc1ccc(O)cc1)NC(=O)CC(=O)N=Nc1c(O)[nH]c2ccc(Br)cc12	.	1	0.2	.	-2	-4	.	0
O=C(NNC(=O)c1cncc(Br)c1)c1ccncc1	0	-5	0.4	11	4	4	8	1
COc1ccc(/C=N/NC(=O)CN(CCc2ccccc2)S(=O)(=O)c2ccc(NC(C)=O)cc2)cc1OC	.	-2	0.0	.	-17	-4	.	0
COc1cc(C(=O)N2CCNCC2)cc(OC)c1OC	-1	-1	0.0	.	8	21*	-2	-10
CN1CCC(N2CCN(C3CN(C4CCCC4)S(=O)(=O)C3)CC2)CC1 (stereo unspecified)	0	.	-0.1	-5	0	-3	0	-9
Cc1cc(C(=O)NCC2COc3ccccc3O2)c2ccccc2n1 (stereo unspecified)	.	-1	0.1	2	15	-2	.	-6
CNC[C@H]1Oc2ccc(NC(=O)Nc3ccc(OC)cc3)cc2C(=O)N([C@H](C)CO)C[C@@H]1C	4	-5	.	2	.	4	14	-5
O=C(CCN1C(=O)C2CCCCC2C1=O)N1CCN(S(=O)(=O)c2c(F)cccc2F)CC1 (stereo unspecified)	.	-1	0.0	.	5	-3	.	1

Looked up one by one from above, 2 records:
canonical_smiles	Cneo AK release	ERAP1 HTS inh	XiGFP reactiv	PGC1a acetyl inh	LGR2 antag	SIRT5 block	Statin myotox sup	S100A4 MyoIIA
O=C(NNC(=O)c1cncc(Br)c1)c1ccncc1	0	-5	0.4	11	4	4	8	1
COc1cc(C(=O)N2CCNCC2)cc(OC)c1OC	-1	-1	0.0	.	8	21*	-2	-10

Next part.
canonical_smiles	Cneo AK release	ERAP1 HTS inh	XiGFP reactiv	PGC1a acetyl inh	LGR2 antag	SIRT5 block	Statin myotox sup	S100A4 MyoIIA
C[C@H]1CN([C@@H](C)CO)C(=O)c2cc(NC(=O)Nc3ccc4c(c3)OCO4)ccc2O[C@H]1CN(C)S(=O)(=O)c1ccc(Cl)cc1	-1	0	0.3	-10	3	11	.	-8
COc1ccccc1CN1[C@@H]2Cn3c(ccc(C4=CCCC4)c3=O)[C@H]1[C@@H](C(=O)N(C)C)[C@@H]2CO	-1	-1	0.4	.	-9	-2	9	-10
COc1ccc(C2C(C(=O)NCCCN3CCOCC3)c3ccccc3C(=O)N2c2ccc(OC)cc2)cc1 (stereo unspecified)	0	2	0.2	-3	-18	14	-3	0
CCOC(=O)c1ccccc1NC(=O)c1ccc(F)cc1	-2	0	.	-2	2	1	11	-3
C[C@@H]1CN([C@@H](C)CO)C(=O)Cc2cc(NC(=O)NC3CCCCC3)ccc2O[C@H]1CN(C)C	-3	2	-1.2	-1	13	-1	5	5
COc1ccc(CCNC(=O)CCCn2c(SCC(N)=O)nc3cc4c(cc3c2=O)OCO4)cc1OC	.	-3	0.0	.	3	-3	.	-2
Cc1cc(C)nc(N/N=C/c2sccc2C)n1	.	3	0.0	.	-29	20*	.	-3
C[C@H]1CN([C@@H](C)CO)C(=O)c2cccc(NC(=O)Nc3ccc(C(F)(F)F)cc3)c2O[C@H]1CN(C)Cc1ccccc1	-6	-1	0.0	-16	2	2	52	-5
O=C1N(CN2CCN(c3cccc(Cl)c3)CC2)c2ccccc2C12OCCCO2	0	.	.	4	-3	.	11	.
C[C@@H]1CN([C@@H](C)CO)C(=O)c2cc(NS(=O)(=O)c3cn(C)cn3)ccc2O[C@H]1CN(C)C(=O)Nc1ccc(C(F)(F)F)cc1	1	1	1.4	-3	28	-2	.	-1
O=C(c1cnccn1)N1CC(=O)N2[C@H](C1)[C@H](c1ccc(/C=C/c3ccccc3)cc1)[C@@H]2CO	.	0	0.0	0	-4	-2	.	6
C[C@H](CO)N1C[C@H](C)[C@H](CN(C)C(=O)Nc2ccc(F)cc2)OCCCC[C@H](C)Oc2ccc(NC(=O)Cc3ccccc3)cc2C1=O	2	2	-0.5	2	35	-2	107*	-5
COCCC(=O)N1CCC(Oc2ccc(C(=O)N3C[C@H]4CC[C@H]3C4)cc2)CC1	-1	-2	0.4	5	6	1	-2	-1
COc1ccc(-c2cc(C(=O)N3CCCCC3)c3ccccc3n2)cc1OC	-4	15	0.1	-2	0	4	0	0
C[C@@H]1CN([C@@H](C)CO)C(=O)c2cc(NC(=O)CCCN(C)C)ccc2O[C@@H](C)CCCCO[C@H]1CN(C)C(=O)CCCN(C)C	.	-2	0.0	5	-5	3	.	11

Some of the compounds tested. The share of hits here may be higher or lower than overall.
